Abeta rescue: qHTS for compounds that reverse cellular toxicity of Amyloid beta (A-beta) peptide in yeast: Primary Screen; yeast expressing A-beta42, growth rescue, OD600, 48 h; response scale: 0% DMSO, 100% iron-clioquinol control; Potency, µM (top dose mostly 46.1 µM), without a hit: at the top dose growth rescue, usual class: activators; AID 1347071, 2019; actives 0.063% (n = 410,000); further: potency means the concentration at half of the fitted maximal effect; nearly all actives have a fitted effect of over 55% in size
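Yeast growth medium received pinned compounds, then yeast cells expressing toxic A-beta were added; plates incubated at 30 C for 48 hr. Growth read as absorbance at 600 nm, normalized to DMSO and equimolar FeCl3 plus clioquinol controls.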
EPAC1 antag: qHTS for Antagonist of cAMP-regulated guanine nucleotide exchange factor 3 (EPAC1): primary screen; Rap guanine nucleotide exchange factor 3 (Homo sapiens), O95398; EPAC1 GEF assay, Rap1b-BODIPY-GDP exchange fluorescence; Potency, µM (doses to about 115 µM), without a hit: at the highest dose activity change, negative = inhibition, actives largely listed as inhibitors; actives 0.14% (n = 360,000); AID 720709, 2013;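 further: potency means the concentration at half of the fitted maximal effect; plate controls were vehicle for no effect and positive control for full effect; nearly all actives have a fitted effect of over 50% in size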
aSyn rescue: qHTS of alpha-syn Inhibitors | AID 652106, 2013 | actives 0.14% (n = 370,000) | Yeast expressing alpha-synuclein, growth rescue, BacTiter-Glo, 24 h | Potency, µM (series often up to 46.1 µM), for inactives: top-dose growth rescue (activation), most hits filed as activators; further: potency means the concentration at half of the fitted maximal effect; % of control where 0% means no effect; nearly all actives have a fitted effect of over 65% in size
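Screening used galactose-induced yeast with toxic alpha-synuclein levels, exposed to compound for 24 hr at 30 deg C. Cell growth, read with BacTiter-Glo luminescence, gave the measured signal.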
WRN inhibitor: qHTS for Inhibitors of WRN Helicase; Bifunctional 3'-5' exonuclease/ATP-dependent helicase WRN (Homo sapiens), Q14191; WRN helicase unwinding, fluorescent forked duplex, kinetic; Potency, µM (titrated, usually from 114 µM), inactives show at the highest dose activity change, negative = inhibition, most hits filed as inhibitors; actives 0.46% (n = 360,000); AID 651768, 2012; further: potency means the concentration at half of the fitted maximal effect; on the % scale 0 is the no-effect control and ±100 the full control effect; nearly all actives have a fitted effect of over 55% in size
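Screening of the MLSMR collection measured strand separation of a quenched forked DNA duplex (100 nM) by 20 nM WRN with 2 mM ATP, all final. Compounds were preincubated with enzyme 15 min at room temperature.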
EPAC1 ag: qHTS for Agonist of cAMP-regulated guanine nucleotide exchange factor 3 (EPAC1): primary screen. Rap guanine nucleotide exchange factor 3 (Homo sapiens), O95398. EPAC1 agonist qHTS, biochemical assay; response scale: 100% = response to 6.5 mM cAMP. Potency, µM (series often up to 154 µM), for inactives: top-dose activation, hits mostly activators. actives 0.073% (n = 360,000); further: potency means the concentration at half of the fitted maximal effect; nearly all actives have a fitted effect of over 60% in size
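Read-out is the fluorescence drop as BODIPY-GDP leaves Rap1B (480 nm excitation, 540 nm emission), recorded every 5 minutes over 30 minutes. Reactions held 100 nM EPAC1, 250 nM Rap1B–BODIPY-GDP and 50 uM GDP, with 6.5 mM cAMP setting full activation.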
FUS suppressor: qHTS for Suppressors of FUS Proteinopathy: Primary screen using FUS-linked yeast assay; S. cerevisiae FUS-expressing, growth rescue, OD600, 24 h; Potency, µM (top dose mostly 76.6 µM), for inactives: top-dose growth rescue (activation), actives largely listed as activators; actives 0.24% (n = 390,000);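 further: potency means the concentration at half of the fitted maximal effect; plate controls were DMSO vehicle for no effect and reference control for full effect; nearly all actives have a fitted effect of over 55% in size; some results filed as inactive show a strong effect at the top dose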
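Yeast expressing FUS under galactose induction, OD 0.005 in 2% galactose medium; compounds in a dilution series, 24 h at 30C. Growth rescue by absorbance at 600 nm; CP55940 positive control, DMSO negative.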
IL-2 act: qHTS of IL-2 Activators; IL-2 activation reporter assay, cell-based qHTS; stimulated with anti-CD3/CD4/CD28 beads; in transgenic mouse T cells; activation, % (series mostly up to about 46 µM); actives 0.065% (n = 360,000); in the data active means activation above about 50%; inconclusive means mostly about 30% to 49%; further: 0% is about no effect
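EGFP and DsRed fluorescence is measured by plate cytometry in unstimulated transgenic mouse T cells exposed to compound for 60 minutes, then stimulated 18 hours at 37 degrees C with anti-CD3/anti-CD4 beads plus anti-CD28.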
PLK1 PBD block: qHTS for Inhibitors of PLK1-PDB (polo-like kinase 1 - polo-box domain): Primary Screen. Potency, µM, for the others: max response, negative = inhibition, usual class: inhibitors. Plk1 PBD binding of FITC phosphopeptide, fluorescence polarization. AID 720504, 2013. actives 2.8% (n = 360,000). Serine/threonine-protein kinase PLK1 (Homo sapiens), P53350; further: potency means the concentration at half of the fitted maximal effect; series mostly up to about 57 µM; on the % scale 0 is the no-effect control and ±100 the full control effect; nearly all actives have a fitted effect of over 65% in size
Target sequence (P53350 whole entry, looked up, the tested form may be a part): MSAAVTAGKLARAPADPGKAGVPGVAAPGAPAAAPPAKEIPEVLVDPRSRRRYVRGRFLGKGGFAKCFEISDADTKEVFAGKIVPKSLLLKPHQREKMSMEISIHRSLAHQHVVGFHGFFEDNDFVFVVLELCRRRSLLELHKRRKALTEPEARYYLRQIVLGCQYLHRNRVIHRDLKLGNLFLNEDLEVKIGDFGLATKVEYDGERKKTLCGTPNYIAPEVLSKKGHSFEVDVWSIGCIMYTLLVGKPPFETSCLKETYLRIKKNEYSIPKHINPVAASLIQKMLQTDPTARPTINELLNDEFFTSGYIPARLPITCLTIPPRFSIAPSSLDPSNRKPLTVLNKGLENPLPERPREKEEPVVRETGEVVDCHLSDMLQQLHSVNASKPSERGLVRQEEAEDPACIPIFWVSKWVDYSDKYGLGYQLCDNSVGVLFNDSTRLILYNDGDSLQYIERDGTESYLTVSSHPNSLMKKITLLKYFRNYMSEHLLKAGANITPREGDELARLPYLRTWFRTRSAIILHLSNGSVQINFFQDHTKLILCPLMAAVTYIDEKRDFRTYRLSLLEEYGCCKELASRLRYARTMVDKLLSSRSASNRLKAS
PI5P4Ka inh: qHTS for Inhibitors of phosphatidylinositol 5-phosphate 4-kinase (PI5P4K) | actives 1.2% (n = 330,000) | Phosphatidylinositol 5-phosphate 4-kinase type-2 alpha (Homo sapiens), P48426 | PI5P4Kalpha enzyme, ADP-Glo luminescence, 60 min; hits give low values | max response, %; active means max response of -50% or lower; inconclusive means between -30% and -50%; inactive means -30% or higher; further: value at the top dose of about 77 µM; on the % scale 0 is the no-effect control and ±100 the full control effect
Target sequence (P48426 whole entry, looked up): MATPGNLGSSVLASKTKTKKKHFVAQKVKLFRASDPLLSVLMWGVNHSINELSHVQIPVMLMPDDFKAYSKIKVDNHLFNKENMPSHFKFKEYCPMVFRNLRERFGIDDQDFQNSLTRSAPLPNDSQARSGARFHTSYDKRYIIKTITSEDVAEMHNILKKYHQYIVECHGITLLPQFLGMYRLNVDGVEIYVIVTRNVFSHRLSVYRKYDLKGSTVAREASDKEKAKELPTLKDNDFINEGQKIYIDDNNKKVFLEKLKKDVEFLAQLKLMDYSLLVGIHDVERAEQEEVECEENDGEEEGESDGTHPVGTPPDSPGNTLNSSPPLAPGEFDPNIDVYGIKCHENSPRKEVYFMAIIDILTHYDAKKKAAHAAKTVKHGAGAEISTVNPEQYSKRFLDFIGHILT
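PI5P4Kalpha ADP-Glo assay; 5 microM ATP final; 60 min RT reaction; HEPES pH 7.4/EGTA/CHAPS, 5% DMSO; controls lacking substrate or enzyme; luminescent end-point.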
Active calls of the source: *; u = inconclusive; x = not tested or not shown; & = joins results of further samples; [ ] = remark or other dose. Unless noted, the call rests on the fitted dose curve; in most records, active means well fitted curve in the direction sought with a large enough effect; inconclusive means small, poorly fitted or top-dose-only effect, or another doubt; inactive means no such curve, though single readings can be large; an effect the other way counts as inactive or inconclusive.

SMILES	Abeta rescue	EPAC1 antag	aSyn rescue	WRN inhibitor	EPAC1 ag	FUS suppressor	IL-2 act	PLK1 PBD block	PI5P4Ka inh
CC(OC(=O)CC1CC2CCC1C2)C(=O)Nc1ccc(C(N)=O)cc1 (stereo not drawn)	-10%	-8%	2%	1%	-9%	2%	-0.5	1%	-6
CCc1nnc(NC(=O)CSc2nnc3c(n2)[nH]c2ccccc23)s1	-7%	-28%	-1%	-12%	-9%	22%	-0.1	u	4
CCCCN(C)C(=O)CC(NS(=O)(=O)c1ccc(NC(C)=O)cc1)C(C)C (stereo not drawn)	4%	0%	3%	1%	0%	3%	0.4	-5%	4
CC(=O)Nc1ccc(NC(=O)Nc2cccc(C)c2C)cc1	-13%	5%	-3%	3%	7%	-8%	-2.0	-11%	1
COc1ccccc1Nc1nc(N)nc(CSC(=S)N2CCN(c3ccccc3)CC2)n1	u	0%	8%	3%	-5%	7%	0.1	-2%	-2
O=S(=O)(c1ccc(SCCOc2ccc(Br)cc2)nc1)N1CCCC1	4%	-4%	3%	-14%	1%	x	1.1	-24%	-5
COCCNC(=O)C1(C)CCCN(CC(=O)c2ccc(OC)cc2)C1 (stereo not drawn)	0%	-4%	2%	-1%	-11%	5%	-0.9	-9%	-3
C=CCOc1cccc(C2C(C(=O)c3ccco3)=C(O)C(=O)N2CCN2CCOCC2)c1 (stereo not drawn)	29%	-3%	3%	1%	0%	13%	2.0	-17%	1
O[C@H]1CN(Cc2cccs2)[C@@H](c2ccc(Cl)cc2)C[C@@H]1n1cc(C2CC2)nn1	-2%	12%	0%	-2%	13%	-19%	-0.9	3%	-2
O=C1NCCN(Cc2ccc(-c3ccccc3)cc2)C1CC(=O)N1CCN(CCO)CC1 (stereo not drawn)	-11%	-24%	8%	17%	-9%	3%	-0.8	-3%	1
COc1ccc(/C=C/C(=O)ONC2=NCCCCC2)cc1OC	-5%	0%	-17%	-6%	0%	11%	1.2	0%	8
O=C(NCc1ccccc1Cl)C1CCCN1C(=O)NCc1ccccc1 (stereo not drawn)	-11%	-15%	-1%	6%	2%	-25%	0.5	-2%	-2
O=C(COC(=O)c1ccc(O)cc1)Nc1ccccc1-c1ccccc1	-9%	-19%	6%	-16%	-16%	x	3.7	-13%	-8
CC(C)C(NC(=O)c1ccc(F)cc1)C(=O)N1CCOCC1 (stereo not drawn)	12%	1%	0%	-3%	8%	x	-2.0	-1%	3
CCOC(=O)C1CCCN(S(=O)(=O)c2ccc(Br)c(OC)c2)C1 (stereo not drawn)	-32%[inhibitor]	1%	-3%	-18%	3%	u	-0.5	-3%	6
COc1cc(/C=C/C(=O)OCC(=O)Nc2cc(S(=O)(=O)N(C)C)ccc2Cl)ccc1O	-4%	-10%	-4%	-6%	-9%	5%	-1.2	-4%	-2
Oc1ccc(NC(=S)N=Nc2c(O)[nH]c3ccc(Br)cc23)cc1	-9%	-12%	-3%	u	10%	18%	-0.3	-5%	u
O=C1C2CCCN2C(=O)N1CCCCN1CCN(c2ccc(F)cc2)CC1 (stereo not drawn)	-9%	-8%	-6%	-16%	11%	x	0.5	-1%	3
CC(=O)NC1=NC(=O)/C(=C/c2cn(C(C)=O)nc2-c2ccccc2)S1	-10%	-3%	1%	-14%[11.6 µM]	-2%	37%	-0.4	9.5µM*	-87*
CC1=C(C(=O)N(C(C)C)C(C)C)CC(CC(=O)NCCc2ccccn2)C(=O)N1CCC1=CCCCC1 (stereo not drawn)	-7%	4%	6%	-5%	-11%	3%	0.4	2%	3
O=C1CCCN1CCC1CCN(C2CC(=O)N(c3ccc(F)cc3)C2=O)CC1 (stereo not drawn)	-78%[inhibitor]	0%	-73%[inhibitor]	6%	-2%	13%	-0.8	-9%	x
Cc1cc(NC(=O)c2ccccc2F)cc(C)c1OCC(=O)N1CCOCC1	6%	1%	-3%	-30%	-10%	12%	-6.4	-8%	-5
COc1ccc(Nc2nnc(Cc3ccc(Cl)cc3)c(=O)[nH]2)c(OC)c1	-6%	-2%	7%	-15%	2%	42%	-2.2	-2%	-4
CC(=O)c1nn(-c2ccc(Cl)cc2)c(=O)[nH]c1=O	-4%	-4%	9%	-5%	-6%	-8%	-1.8	-3%	-3
c1ccc(C2CN3CCSC3=N2)cc1 (stereo not drawn)	-25%	-13%	1%&13%	x	1%	-42%	0.8	-12%	0
CCOC(=O)N1CCC(N2CCCC(C(=O)c3ccc4cc(OC)ccc4c3)C2)CC1 (stereo not drawn)	-34%[inhibitor]	-4%	2%	14%	1%	10%	-2.8	-14%	0
CC1CCCC(NC(=O)COC(=O)c2cc(S(=O)(=O)N3CCCCC3)ccc2N2CCOCC2)C1C (stereo not drawn)	1%	-6%	-1%	5%	-1%	u	-2.9	-1%	-2
COc1c(C)cccc1C(=O)Nc1ccc(N2CCN(S(C)(=O)=O)CC2)cc1	14%	-23%	1%	4%	15%	26%	2.1	-7%	x
OC(c1cccc(Cl)c1)c1nc(-c2ccoc2)cs1 (stereo not drawn)	-7%	-26%	21%	-18%	2%	3%	1.6	u	u
COc1ccc(Cl)cc1NC(=O)N(C)Cc1c(C)nn(C)c1C	-5%	23%	1%	5%	5%	-5%	-3.5	-5%	x
CCOC(=O)c1c(-c2ccc(C)cc2)csc1NC1=NS(=O)(=O)c2ccccc21	3%	-11%	3%	-1%	-6%	x	2.0	4%	4
CNc1nc(C)c(C(=O)OCc2ccccc2)s1	-9%	-1%	-17%	-4%	2%	12%	-0.7	0%	x
CC(=O)Nc1ccc2c(c1)OCCOCCOc1cc(NC(C)=O)ccc1OCCO2	-9%	6%	-7%	-18%	9%	27%	1.4	-8%	2
N#CCOC(=O)c1sccc1-n1cccc1	16%[9.22 µM]	1%	-2%	4%	-10%	-39%	-2.4	-1%	-6
CC(OC(=O)CCCC(=O)Nc1ccc(F)cc1)C(=O)c1ccccc1 (stereo not drawn)	6%	6%	11%	-2%	-1%	-4%	-1.8	5%	1
COn1c(C)c(C)c2c3nonc3ccc21	3%	4%	6%	-18%	0%	-20%	0.5	-21%	-2
COc1ccccc1CNc1ccc(Br)cn1	2%	-24%	11%	-3%	-1%	4%	-0.5	-6%	11
C=CCOc1ccccc1CN1CCC(Oc2cc(C(=O)NC3CC3)ccc2OC)CC1	0%	4%	8%	-7%	-4%	x	-2.8	7%	9
COCCN1C(=O)COc2ccccc2C1C(=O)NC(C)(C)C (stereo not drawn)	-8%	-12%	-9%	-4%	-18%	-16%	5.5	-5%	3
CC(C)c1ccc(OCC(=O)NCc2ccccc2)cc1	17%	-3%	1%	-33%	4%	7%	0.2	-12%	-4

Taken from the results shown for reference:
SMILES	Abeta rescue	EPAC1 antag	aSyn rescue	WRN inhibitor	EPAC1 ag	FUS suppressor	IL-2 act	PLK1 PBD block	PI5P4Ka inh
CNc1nc(C)c(C(=O)OCc2ccccc2)s1	-9%	-1%	-17%	-4%	2%	12%	-0.7	0%	x
CC(=O)Nc1ccc2c(c1)OCCOCCOc1cc(NC(C)=O)ccc1OCCO2	-9%	6%	-7%	-18%	9%	27%	1.4	-8%	2
N#CCOC(=O)c1sccc1-n1cccc1	16%[9.22 µM]	1%	-2%	4%	-10%	-39%	-2.4	-1%	-6
CC(OC(=O)CCCC(=O)Nc1ccc(F)cc1)C(=O)c1ccccc1 (stereo not drawn)	6%	6%	11%	-2%	-1%	-4%	-1.8	5%	1
COn1c(C)c(C)c2c3nonc3ccc21	3%	4%	6%	-18%	0%	-20%	0.5	-21%	-2
COc1ccccc1CNc1ccc(Br)cn1	2%	-24%	11%	-3%	-1%	4%	-0.5	-6%	11
C=CCOc1ccccc1CN1CCC(Oc2cc(C(=O)NC3CC3)ccc2OC)CC1	0%	4%	8%	-7%	-4%	x	-2.8	7%	9
COCCN1C(=O)COc2ccccc2C1C(=O)NC(C)(C)C (stereo not drawn)	-8%	-12%	-9%	-4%	-18%	-16%	5.5	-5%	3
CC(C)c1ccc(OCC(=O)NCc2ccccc2)cc1	17%	-3%	1%	-33%	4%	7%	0.2	-12%	-4

Carrying on.
SMILES	Abeta rescue	EPAC1 antag	aSyn rescue	WRN inhibitor	EPAC1 ag	FUS suppressor	IL-2 act	PLK1 PBD block	PI5P4Ka inh
O=S(=O)(Nc1ccc(Cl)cc1)c1ccc2c(c1)CCO2	u	-19%	5%	-10%	2%	-4%	-3.0	-7%	4
CSc1nc(Cl)c(Br)c(Nc2c[nH]c(=O)[nH]c2=O)n1	-2%	-1%	-11%	-29%	3%	18%	-0.7	-9%	7
COc1ccc(OC)c(NC(=O)Nc2ccc3c(c2)CCC3)c1	5%	-20%	0%	-9%	3%	-8%	-0.4	5%	18
O=C(Nc1cccc(Cl)c1)C1CC1c1ccccc1 (stereo not drawn)	16%	-2%	-1%	2%	2%	-6%	-3.4	-14%	-3

From PubChem
